# Source: PubChem (several laboratories)
# KCNK3 inh = human KCNK3 channel inhibition, primary screen | O14649 | CHO-KCNK3 thallium flux, FluxOR fluorescence; hits give low values | B-score at 10 µM | 0.84% of 340,000 active | AID 602410;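 active means B-score under library mean minus 4 SD, starting fluorescence ratio at most library mean plus 5 SD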;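 further: more negative B-score means stronger inhibition of thallium flux through KCNK3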
# Target sequence (O14649 whole entry, looked up): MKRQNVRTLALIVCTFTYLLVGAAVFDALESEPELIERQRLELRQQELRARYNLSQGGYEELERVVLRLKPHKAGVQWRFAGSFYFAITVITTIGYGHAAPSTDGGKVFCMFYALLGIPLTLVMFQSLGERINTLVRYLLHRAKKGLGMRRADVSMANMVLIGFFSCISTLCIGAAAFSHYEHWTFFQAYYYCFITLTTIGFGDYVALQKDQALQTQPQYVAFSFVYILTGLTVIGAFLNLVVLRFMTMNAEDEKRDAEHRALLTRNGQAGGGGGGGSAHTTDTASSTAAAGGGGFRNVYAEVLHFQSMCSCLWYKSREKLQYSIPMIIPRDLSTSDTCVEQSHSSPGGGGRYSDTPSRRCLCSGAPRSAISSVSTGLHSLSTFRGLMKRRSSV
# GSK3B inh = human GSK3beta kinase inhibition; 0.038% of 300,000 active; P49841; activity score (negative = inhibition), % at 10 µM; AID 2097; GST-GSK3beta kinase, ADP-Glo luminescence, 60 min; hits give low values;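 active means more than half of replicate wells score below -50%, meaning over 50% inhibition versus plate controls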;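 further: 0% = median DMSO wells and -100% = median GW8510 positive control wells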
#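 Assay system: GST-tagged human GSK3beta kinase, cell-free; Input: 1.6 ng GSK3beta; Medium: Tris/MgCl2 kinase buffer; Timing: 60 min enzyme reaction, room temperature; Signal: ADP-Glo luminescence quantifying ADP generated by kinase; Evaluation: score relative to plate controls; Benchmarks: DMSO neutral wells and GW8510 at 20 µM as positive.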
# KCNK9 inh = blocks the human KCNK9 two-pore domain potassium channel; Q9NPC2; HEK293 KCNK9, FluxOR thallium flux fluorescence; hits give low values; B-score at 10 µM; 1.2% of 310,000 active; AID 488922;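 active means ratio B-score over 3 SD below the library mean, with starting fluorescence within 5 SD of its mean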;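 further: negative B-score means less thallium flux so channel inhibition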
# KCNQ1 pot = potentiators or activators of human KCNQ1 potassium channel. P51787. CHO-K1 KCNQ1, thallium flux FluxOR fluorescence; hits give high values. B-score at 10 µM. 0.35% of 310,000 active;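 active means fluorescence ratio B-score, a plate-corrected score, at least three library SD, with initial intensity B-score within 5 SD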
#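 Assay system: CHO-K1 cells stably expressing KCNQ1. Medium: assay buffer for compound exposure, DMSO matched across wells. Timing: 37 °C overnight plating, 90-min dark dye load, 20-min compound pretreatment. Signal: kinetic FluxOR fluorescence, 10 s baseline plus 110 s post-stimulus.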
# GSK3 alpha inh = human GSK-3 alpha kinase inhibition; P49840; ADP-Glo luminescence, 60 min; inhibition, % at 10 µM; 0.1% of 320,000 active; AID 2650;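 in the data active means inhibition above about 50%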;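 further: GST-tagged GSK-3 alpha with peptide substrate and 25 µM ATP; 0% = DMSO neutral wells and 100% = GW8510 positive control wells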
# Target sequence (P49840 whole entry, looked up): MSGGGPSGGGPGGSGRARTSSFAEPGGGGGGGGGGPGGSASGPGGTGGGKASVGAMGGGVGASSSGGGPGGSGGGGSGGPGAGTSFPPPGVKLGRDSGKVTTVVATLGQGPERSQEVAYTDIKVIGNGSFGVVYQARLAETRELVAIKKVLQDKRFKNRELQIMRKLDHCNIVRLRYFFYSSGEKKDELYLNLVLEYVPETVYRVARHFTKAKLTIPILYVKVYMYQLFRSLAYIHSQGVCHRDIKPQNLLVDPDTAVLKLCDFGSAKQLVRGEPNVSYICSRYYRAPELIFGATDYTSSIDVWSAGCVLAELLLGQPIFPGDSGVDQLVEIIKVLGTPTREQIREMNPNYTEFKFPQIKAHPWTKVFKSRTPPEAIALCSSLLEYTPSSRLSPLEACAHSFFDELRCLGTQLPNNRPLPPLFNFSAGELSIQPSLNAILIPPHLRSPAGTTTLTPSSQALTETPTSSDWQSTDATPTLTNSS
# KCNQ1 inh = human KCNQ1 channel inhibition. P51787. CHO-K1 KCNQ1, FluxOR thallium flux fluorescence; hits give high values. B-score at 10 µM. 1.3% of 310,000 active;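 active means compounds whose thallium flux B-score, printed positive for inhibition, exceeds three library SD while starting fluorescence stays within three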;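 further: channel opened by potassium depolarization with thallium stimulus after 20 min compound exposure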
# DYRK1A inh = inhibitors of rat Dyrk1A kinase | Q63470 | ADP-Glo luminescence, NFATc1 peptide | inhibition, % at 12.5 µM | 0.43% of 310,000 active; in the data active means inhibition above about 50%;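 further: plate controls were vehicle with enzyme for no effect and no enzyme for full effect; many of its hits are not listed in these tables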
# RGS4 act = potentiators or activators of RGS4; HEK293 M3R/inducible RGS4, carbachol calcium flux Fluo4; hits give low values; AID 463111; B-score at 10 µM; 0.92% of 310,000 active;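 active means B-score of the integrated calcium signal more than 4 SD below the library mean, with starting fluorescence not abnormally high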;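 further: negative B-score means reduced calcium response which marks RGS4 activation or potentiation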
#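 Assay system: Inducible-RGS4 HEK293 cells carrying M3 receptor | Schedule: Compound preincubation 20 min at room temperature before agonist | Signal: Kinetic calcium fluorescence imaging with Fluo4-AM dye, 2 µM | Read-out basis: B score from integrated fluorescence ratio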
# PolyA inhibitor = yeast polyadenylation inhibition; S. cerevisiae SKY197-pL101 polyadenylation reporter, beta-gal luminescence; efflux-impaired pdr1/pdr3 knockout yeast; score 100 = 6 SD above DMSO; calls only at 12 µM; 0.02% of 300,000 active; AID 1875;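 active means lowest replicate activity score at least 50, where 100 means six control SD above control mean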;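 further: yeast exposed to compound for 9 h at 30 °C; higher score means more reporter readthrough which indicates perturbed polyadenylation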
# HDAC3 inhib = inhibitors of human histone deacetylase 3. O15379. recombinant HDAC3, fluorogenic peptide/trypsin coupled, fluorescence. inhibition, % at 8.3 µM. 0.15% of 320,000 active. AID 2718; in the data active means inhibition above about 26%, passing the limit was not always enough
# hERG rescue = hERG (human) protection from proarrhythmic block. Q12809. CHO-hERG, FluxOR thallium flux, dofetilide IC70 present. activation (rescue from dofetilide block), less the hit threshold, % at 10 µM. 0.51% of 310,000 active. AID 1511;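 active means activation above the mean of controls blocked by dofetilide plus 5 SD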;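 further: thallium influx through hERG after potassium depolarization seen as dye fluorescence rise; in these data hits start at about 4.7%; inactives centre near -7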
# The depositor's hits bear a star; i = inactive; . = not tested or not shown. These rows are one share of the data; count on the stated rates, not on these rows.
canonical_smiles	DYRK1A inh	GSK3B inh	KCNK3 inh	KCNQ1 inh	KCNQ1 pot	KCNK9 inh	PolyA inhibitor	GSK3 alpha inh	hERG rescue	RGS4 act	HDAC3 inhib
COC(=O)N/N=C/c1ccc(OS(=O)(=O)c2ccc(C)cc2)c(OC)c1	5	-4	i	i	i	i	i	3	-7	i	7
COc1ccccc1C(=O)COC(=O)Cn1[nH]c(=O)c2ccccc2c1=O	0	1	i	i	i	i	i	-1	-16	i	-5
O=C1C2CCCN2C(c2ccccc2F)N1c1ccc(Cl)cc1 (centres undefined)	-12	-3	i	i	i	i	i	8	-12	i	1
O=C(CCn1cccn1)N1CCCC(N2CCN(c3cccc(Cl)c3)CC2)C1 (centres undefined)	-5	3	i	i	i	i	i	-1	-1	i	-4
O=C1CC(c2ccccc2)CC(O)=C1C=NCc1ccncc1 (centres undefined)	1	2	i	i	i	i	i	-1	-3	i	3
Cc1noc(C)c1C(=O)Nc1cccnc1	0	0	i	i	i	i	.	-1	-5	i	-3
CCOC(=O)c1nn(-c2ccc(C)cc2)c(=O)cc1OCC(=O)Nc1cc(C)ccc1OC	5	-2	i	i	i	i	i	.	0	i	.
CCOc1ccc(S(=O)(=O)N2CCCCC2)cc1NC(=O)Cc1cccs1	.	3	i	i	i	i	i	-1	-8	i	1
COc1ccc(CN2C(=O)C3C4C=CC(C4)C3C2=O)cc1 (centres undefined)	5	-5	i	i	i	i	i	0	-11	i	-2
C/C(CC(C)C)=N\NS(=O)(=O)c1ccc(C)c([N+](=O)[O-])c1	-2	-1	i	i	i	i	i	0	-5	i	-3
COc1ccc(S(=O)(=O)N2CCCC(C(=O)O)C2)cc1 (centres undefined)	4	3	i	i	i	i	i	.	0	i	6
O=C(NCCO)/C(=C\c1cccc([N+](=O)[O-])c1)NC(=O)c1ccco1	4	-2	i	i	i	i	i	-1	-8	i	0
Cn1c(CO)cnc1-c1ccccc1	2	2	i	i	i	i	i	-2	-4	i	2
O=S1(=O)CC2SC(=S)N(Cc3ccccc3)C2C1 (centres undefined)	.	-6	i	i	i	i	i	-1	-3	i	-5
CCOC(=O)c1ccc(NC(=O)CN(C)S(=O)(=O)c2ccc(Br)s2)cc1	-2	-29	i	i	i	i	i	0	-6	i	9
Cc1nc2ccc(CCO)cc2s1	0	3	i	i	i	i	i	-3	-12	i	-2
O=C(NCCN1CCOCC1)[C@H](Cc1ccccc1)N1C(=O)c2ccccc2C1=O	-9	-2	i	i	11*	i	i	-1	-3	i	0
CCCNC(=O)c1ccccc1C(=O)NC1(C(=O)NCCC)CCCC1	4	1	i	i	i	i	i	16	-5	i	-4
CSc1ncnc2sc(C)c(C)c12	1	4	i	i	i	i	i	-1	-3	i	1
COc1ccc(CCNC(=O)c2c(O)c3ccccc3[nH]c2=O)cc1	4	2	i	i	i	i	i	-3	-3	i	-1
Cc1cc(NC(=O)CSCC(=O)N(C)Cc2ccc(F)cc2)no1	-9	0	i	i	i	i	i	0	-14	i	8
COc1cccc(OC)c1C(=O)Nc1cccc2c1CCCC2	-2	-3	i	i	i	i	i	.	1	i	-7
CCc1ccc2oc(-c3cccc(NC(=O)c4cccnc4)c3)nc2c1	7	-3	i	i	i	i	i	8	-20	i	1
Cc1ccc(C(=O)N/N=c2\sc3ccccc3n2C)cc1	-1	-1	i	i	i	i	.	0	-5	i	1
COc1cc(C(=O)Nc2nnc(C)s2)c([N+](=O)[O-])cc1OC	-3	0	i	i	i	i	i	2	-8	i	-8
COc1ccc(CCN(C(=O)c2ccccc2)C2=CC3CCC(C2)N3C)cc1OC (centres undefined)	.	-2	.	i	i	i	i	.	-7	i	.
CC(c1nnc(SCC(=O)c2c(N)n(C)c(=O)n(C)c2=O)n1-c1ccc(Cl)cc1)N(C)C (centres undefined)	-3	3	i	i	i	i	i	-1	-2	i	-1
C/C(=N\NC(=O)NC1CCCCC1)c1ccc(Cl)s1	4	-3	i	i	i	i	i	-4	-6	i	0
O=C(Nc1nc2ccc(S(=O)(=O)N3CCCCC3)cc2s1)C1CCCO1 (centres undefined)	1	0	i	i	i	i	i	-1	-15	i	-6
COc1cccc2sc(NNC(=O)C3COc4ccccc4O3)nc12 (centres undefined)	0	-1	i	i	i	i	i	1	-13	i	0
Cc1c(Br)c([N+](=O)[O-])nn1CC(=O)N1CCc2ccccc21	-4	3	i	i	i	i	i	0	-9	i	-13
O=C1[C@H]2[C@@H](/C=C/c3ccccc3)N3C(=O)CN(CCO)C(=O)[C@@]3(Cc3ccccc3)[C@H]2C(=O)N1c1ccccc1	7	0	i	i	i	i	.	0	-9	i	7
COc1ccc(/C(C)=N/N2C(=O)c3ccccc3NC2c2ccc(O)c(OC)c2)cc1 (centres undefined)	7	2	-9.3*	i	i	i	i	.	-12	i	7
Cc1ccc(SC(c2ccccc2)C(Cn2cncn2)C(=O)c2ccccc2)cc1 (centres undefined)	8	1	i	i	i	i	i	-4	-15	i	-8
Cn1ncc(Cl)c1C(=O)Nc1cccnc1	-41	-3	i	i	i	i	i	3	-3	i	2
Cc1cc(/C=C(\C#N)C(=O)O)c(C)n1CC1CCCO1 (centres undefined)	-8	1	i	i	i	i	i	1	-2	i	4
CC(C)CC(=O)Nc1ccc(C(=O)COC(=O)C2=COCCO2)cc1	6	2	i	i	i	i	.	-1	-6	i	2
O=C(c1ccc(F)cc1)C1CCN(C(=O)Nc2ccccc2Cl)CC1	2	2	i	i	i	i	i	-3	-3	i	15
Cc1nc2cc(C(F)(F)F)ccc2n1C1CCN(C(=O)N2CCOCC2)CC1	1	3	i	i	i	i	i	8	-18	i	1
Cc1ccc(C(=O)Nc2ccc3cn[nH]c3c2)cc1S(=O)(=O)N1CCCCC1	9	1	i	i	i	i	i	1	-10	i	-8
CCCCN(C(=O)CSc1cc(C)c2ccccc2n1)c1c(N)n(Cc2ccccc2)c(=O)[nH]c1=O	5	2	i	i	i	i	i	-3	-9	i	16
CCOC(=O)c1sc2nc(NC(=O)C3CCCCC3)sc2c1C	-3	-1	i	i	i	i	i	-1	-4	i	-6
CCCc1nnc(SCC(=O)N2CCCCC2C)n1CCCOC (centres undefined)	-5	-2	i	i	i	i	i	0	-11	i	0
COc1ccc(C(C(=O)NC2CCCC2)N(C(=O)c2snc(C(N)=O)c2N)c2cc(C)ccc2OC)cc1OC (centres undefined)	-1	-1	i	i	i	i	i	-2	-11	i	-2
C=C(C)COc1ccc(-c2nc(N)ncc2-c2ccccc2OC)c(O)c1	-1	-3	i	i	i	i	i	-1	-9	i	12
C/C(=N\OCC(=O)N/N=C/c1ccccc1O)c1cccs1	-11	-3	i	i	i	i	i	-3	-18	i	3
Cc1ccc(NC(=O)c2ccc(=O)n(CC(=O)Nc3c(C)cc(C)cc3C)n2)cc1	-7	0	i	i	i	i	i	7	-6	i	6
Cc1cc(C)c2c(CC(=O)N3CCCC3)coc2c1	3	.	i	i	i	i	i	0	-7	i	5
COc1cc(/C=C/C(=O)OCC(=O)NCc2ccco2)cc(OC)c1OC	4	0	i	i	i	i	i	0	-3	i	6
CCNC(=O)NC(=O)C(C)Sc1nc2ccccc2n1CC(C)C (centres undefined)	3	3	i	i	i	i	i	.	-4	i	8
CC1(C)Cc2nc3sc4c(=O)n(CC(=O)NCc5ccccc5)cnc4c3cc2CO1	13	-3	i	i	i	i	.	4	-13	i	-3
Cc1ccccc1NC(=O)c1ccc(NC(=O)C2CC(=O)OC23CCCCC3)cc1 (centres undefined)	.	-5	i	i	i	i	i	.	-10	i	.
Cc1cccc(NS(=O)(=O)c2ccccc2)n1	0	1	i	i	i	i	i	0	-10	i	-13
CCOCCCNC(=S)NNC(=O)CCn1nc(C)c(Br)c1C	3	6	i	i	i	i	i	3	-4	i	3
CC(=O)N1CCN(C(=O)CC2OC(=O)c3ccccc32)CC1 (centres undefined)	5	0	i	i	i	i	i	-1	-7	i	-1
CC1CN(C(=O)c2cccc(COc3ccccc3Cl)c2)CC(C)O1 (centres undefined)	1	1	i	i	i	i	i	-1	-26	i	4
CCC1CCCCN1C(=O)c1cc2cc(Br)ccc2oc1=O (centres undefined)	7	2	i	i	i	i	i	.	-10	i	-1
Cn1ncc2c(NNC(=O)C3CCCCC3)ncnc21	2	2	i	i	i	i	i	-1	-4	i	7
O=C(O)CC(C(=O)Nc1ccc(Cl)cc1Cl)C1CCCO1 (centres undefined)	-4	4	i	i	i	i	i	1	-4	i	3
CCOc1ccc(-c2ccc(SCC(=O)N3CCN(c4ccccc4)CC3)nn2)cc1	.	-3	.	i	i	i	i	-5	-10	i	-1

# Going on with the list.
canonical_smiles	DYRK1A inh	GSK3B inh	KCNK3 inh	KCNQ1 inh	KCNQ1 pot	KCNK9 inh	PolyA inhibitor	GSK3 alpha inh	hERG rescue	RGS4 act	HDAC3 inhib
CC1CCN(CCCCOc2ccc([N+](=O)[O-])cc2)CC1	-7	-5	i	i	i	i	i	-2	-6	-7.3*	3
Cc1ccc(-c2cc(C(=O)NC3CCCCC3)no2)cc1	11	-1	i	i	i	i	i	-2	-8	i	1
CCOc1ccccc1NC(=O)C(C)SCc1ccccc1 (centres undefined)	-2	2	i	i	i	i	i	0	-6	i	1
CC1=C(C(=O)OCC(C)C)C(c2cccc(F)c2)N2C(=O)C(C)SC2=N1 (centres undefined)	-4	0	i	i	i	-7.9*	i	-1	-12	i	-3
O=C(CSc1nccc(=O)[nH]1)Nc1ccc(N2CCOCC2)c(Cl)c1	-4	0	i	i	i	i	i	-1	-4	i	-5
O=[N+]([O-])c1nn(-c2ccc3c(c2)OCCO3)n(O)c1=NC1CCN(Cc2ccccc2)CC1	2	0	i	i	i	i	i	.	-4	i	-3
CCOC(=O)C1CCCN(c2c(Nc3cccc(C)c3)c(=O)c2=O)C1 (centres undefined)	6	2	i	i	i	i	i	-2	-15	i	2

# Retrieved by compound from the list above, 2 records:
canonical_smiles	DYRK1A inh	GSK3B inh	KCNK3 inh	KCNQ1 inh	KCNQ1 pot	KCNK9 inh	PolyA inhibitor	GSK3 alpha inh	hERG rescue	RGS4 act	HDAC3 inhib
C=C(C)COc1ccc(-c2nc(N)ncc2-c2ccccc2OC)c(O)c1	-1	-3	i	i	i	i	i	-1	-9	i	12
O=C1CC(c2ccccc2)CC(O)=C1C=NCc1ccncc1 (centres undefined)	1	2	i	i	i	i	i	-1	-3	i	3
